Screening data: PubChem BioAssay, several laboratories
Bim-Bcl-2: inhibitors of Bim-Bcl-2 interaction, human; P10415; Bead-based flow cytometry, Bim peptide-Bcl-2 binding; inhibition, % at 10 µM; 190,000 tested, 0.06% active; in the data active means inhibition above about 40%; inconclusive means no clear call, values can overlap the other calls;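 further: 0% = no compound wells with probe peptide and 100% = reference peptide inhibitor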
Target sequence (P10415 whole entry, looked up): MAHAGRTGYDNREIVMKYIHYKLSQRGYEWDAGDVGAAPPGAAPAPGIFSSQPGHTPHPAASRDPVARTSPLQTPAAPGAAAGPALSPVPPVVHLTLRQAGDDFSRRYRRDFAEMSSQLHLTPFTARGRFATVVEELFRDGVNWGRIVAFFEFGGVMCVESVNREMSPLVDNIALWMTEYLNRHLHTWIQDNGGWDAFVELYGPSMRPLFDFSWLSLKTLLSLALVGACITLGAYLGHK
Bim-Bfl-1: inhibitors of Bim-Bfl-1 interaction, human. Bead-based flow cytometry, Bim-Bfl-1 binding inhibition. inhibition, % at 10 µM. 190,000 tested, 0.12% active;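 further: 0% = wells without compound plus tracer and 100% = blocker peptide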
Bim-Mcl-1: inhibitors of Bim-Mcl-1 interaction, human. 190,000 tested, 0.1% active. inhibition, % at 10 µM. Q07820. Bead-based flow cytometry, Bim peptide-Mcl-1 binding. AID 1009;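 further: 0% = no compound tracer wells and 100% = peptide blocker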
Target sequence (Q07820 whole entry, looked up): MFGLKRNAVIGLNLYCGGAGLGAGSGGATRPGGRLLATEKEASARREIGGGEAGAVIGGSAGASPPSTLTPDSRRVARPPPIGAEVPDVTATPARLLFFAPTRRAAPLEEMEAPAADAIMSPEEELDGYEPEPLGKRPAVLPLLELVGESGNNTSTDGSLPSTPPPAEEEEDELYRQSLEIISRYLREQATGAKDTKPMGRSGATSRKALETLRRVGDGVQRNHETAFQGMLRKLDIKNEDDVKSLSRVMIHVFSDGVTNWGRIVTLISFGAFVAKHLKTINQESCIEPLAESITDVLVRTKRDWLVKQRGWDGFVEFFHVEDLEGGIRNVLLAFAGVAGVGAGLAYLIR
Bcl-W Bim block: disrupts Bim peptide binding to human Bcl-W. bead-based flow cytometry. inhibition, % at 10 µM. 190,000 tested, 0.02% active;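 further: 0% = bound tracer without compound and 100% = peptide blocker; higher means less fluorescent Bim peptide bound to Bcl-W beads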
RGS8-Gao reg: modulates binding of RGS8 to human Galphao; 220,000 tested, 0.34% active; multiplexed bead flow cytometry; actives lie on both sides; response (percent of control binding), % at 10 µM; P09471; in the data active means response below about 60% or above about 140%; inactive means in between;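 further: Galphao activated as the GDP aluminium fluoride complex binding bead-coupled RGS8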
RGS4-Gao reg: modulates binding of RGS4 to human Galphao. 220,000 tested, 0.33% active. P09471. binding response (% of control), % at 10 µM. AID 1415. Multiplexed bead flow cytometry; actives lie on both sides; in the data active means binding response below about 49% or above about 150%; inactive means in between;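 further: fluorescent Galphao activated with aluminum fluoride binding bead-coupled RGS4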
Mcl1 Bid PPI: Mcl-1/Bid interaction inhibition; TR-FRET Mcl-1/Bid-Dy647 peptide binding, 1536-well; inhibition, % at 21.7 µM; 220,000 tested, 0.97% active; Q07820;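 active means compounds that cut the binding signal by more than half at the single screening dose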;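 further: His-tagged Mcl-1 with europium anti-His antibody binding Bid BH3 peptide; 0% = Mcl-1 plus peptide wells and 100% = peptide-only wells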
RGS7-Gao: modulates binding of RGS7 to human Galphao | 220,000 tested, 0.35% active | AID 1439 | Multiplexed bead flow cytometry; actives lie on both sides | binding response (% of control), % at 10 µM | P09471; in the data active means binding response below about 49% or above about 150%; inconclusive means no clear call, values can overlap the other calls; inactive means in between;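 further: fluorescent Galphao held in activated GDP-AlF4 state binding bead-coupled RGS7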
Bcl-B Bim block: inhibitors of Bim-Bcl-B interaction, human | bead-based flow cytometry, Bim peptide-Bcl-B binding | inhibition, % at 10 µM | 190,000 tested, 0.073% active | AID 951;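 further: 0% = tracer peptide without compound and 100% = reference inhibitor peptide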
Target sequence (Q9HD36 whole entry, looked up): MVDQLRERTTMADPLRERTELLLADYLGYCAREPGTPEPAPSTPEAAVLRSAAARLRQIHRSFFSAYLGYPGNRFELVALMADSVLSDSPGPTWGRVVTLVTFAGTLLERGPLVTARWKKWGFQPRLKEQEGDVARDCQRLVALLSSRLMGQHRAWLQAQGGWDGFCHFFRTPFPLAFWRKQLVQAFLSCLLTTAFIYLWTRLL
Mcl1-Noxa inh: disrupts binding of human Mcl-1 to Noxa peptide. Q07820. TR-FRET Mcl-1/Noxa peptide binding, 2 h. inhibition, % at 21.7 µM. 220,000 tested, 1.5% active;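 active means compounds that cut the protein-peptide binding signal by more than 50% relative to plate controls in a single-dose test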;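 further: His-tagged Mcl-1 with rhodamine Noxa BH3 peptide and terbium anti-His antibody; 0% = Mcl-1 plus Noxa peptide wells and 100% = peptide-only wells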
Bcl-XL Bim block: inhibitors of Bim-Bcl-XL interaction, human. Bim peptide-Bcl-XL binding, bead flow cytometry, fluorescence. inhibition, % at 10 µM. 190,000 tested, 0.04% active. AID 1007
Target sequence (Q07817 whole entry, looked up): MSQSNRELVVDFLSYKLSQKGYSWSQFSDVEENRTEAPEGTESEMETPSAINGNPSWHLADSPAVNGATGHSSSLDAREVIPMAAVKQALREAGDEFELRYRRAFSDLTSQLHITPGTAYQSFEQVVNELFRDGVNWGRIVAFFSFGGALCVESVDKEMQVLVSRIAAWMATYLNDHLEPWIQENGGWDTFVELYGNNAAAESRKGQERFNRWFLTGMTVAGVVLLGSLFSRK
The depositor's hits bear a star; ? = inconclusive; nt = not tested or not shown. Unless noted, no stated cut-off is given here; in the data, active means inhibition above about 40%.

SMILES	Bim-Bcl-2	Bim-Bfl-1	Bim-Mcl-1	Bcl-W Bim block	RGS8-Gao reg	RGS4-Gao reg	Mcl1 Bid PPI	RGS7-Gao	Bcl-B Bim block	Mcl1-Noxa inh	Bcl-XL Bim block
CCC12CSc3nc(Cl)ccc3N1C(=O)C(=O)N2C (centres undefined)	nt	nt	nt	nt	101	99	-22	?	nt	2	nt
COc1cc(CN2CC(=O)N(c3ccc(C)c(C)c3)C2=S)cc(OC)c1OC	14	23	14	16	103	103	-31	103	14	-7	21
Cc1ccc(C(=O)Nc2ccon2)cc1S(=O)(=O)N1CCCCCC1	-4	-5	-10	-4	98	95	0	96	-4	10	-8
CC(=O)N1CCc2cc(Br)cc(S(=O)(=O)CCC(=O)N3CCN(c4ccccn4)CC3)c21	-5	-4	-3	-5	104	101	-11	104	-9	23	-7
COc1cc(/C=C(\C#N)c2nc3ccccc3[nH]2)c([N+](=O)[O-])cc1OCc1ccccc1	4	0	-3	1	103	97	-6	101	-3	-18	0
Cc1nc(NS(=O)(=O)c2ccccc2)sc1C(=O)N/N=C/c1ccccc1	nt	nt	nt	nt	103	103	-10	?	nt	10	nt
O=C(Cn1cnc2ccccc2c1=O)Nc1nnc(C2CC2)s1	-3	0	4	-3	103	105	0	105	-5	1	-6
CC(C)CC(NS(=O)(=O)c1ccc2c(c1)oc(=O)n2C)C(=O)NC1CCCc2ccccc21 (centres undefined)	-8	-10	-1	-1	98	101	-15	104	-4	-1	-2
O=C(CCl)Nc1cc(SCC(O)CO)cc([N+](=O)[O-])c1 (centres undefined)	-1	-4	1	1	102	102	-16	?	-1	7	-1
Cc1cc(C)nc(NC(=O)c2c(C(=O)O)noc2C)n1	-4	-9	-1	-1	105	109	4	102	-4	22	-2
COc1ccc(Oc2nc3c(C)cccn3c(=O)c2/C=C(\C#N)C(N)=O)cc1	nt	nt	nt	nt	98	92	-22	?	nt	-2	nt
COc1ccc2c(Cl)c(-c3nnc(SCC(N)=O)n3C)sc2c1	-13	-11	1	2	101	104	-2	102	-8	-4	0
COCCNC(=S)N/N=C/c1ccc2c(c1)OCCO2	-4	-4	0	-2	101	98	-31	101	-3	5	-3
COc1ccc(S(=O)(=O)N(C)c2ccc(OCC(=O)Nc3cc(C)on3)cc2)cc1	-1	0	1	0	102	96	5	94	-2	19	-1
Cc1nnc2sc(SCc3ccccc3Cl)nn2c1=O	0	-3	-1	0	99	98	3	98	-3	3	0
Cc1csc2sc(-c3ccnc(SCC(=O)NCc4ccccc4)n3)c(C)c12	nt	nt	nt	nt	97	99	-24	?	nt	-27	nt
N#CC1=C(N)SC(N)=C(C#N)C1c1cccc(O)c1	0	2	-1	3	96	94	-84	103	-5	16	-4
COc1ccc(C(=O)NNC(=O)CCC(=O)Nc2cc(C)on2)cc1	0	2	-3	-1	101	101	-9	107	-1	1	-3
CCOCCn1c(CN(Cc2ccccc2)Cc2ccccc2)nc2c1c(=O)n(C)c(=O)n2C	-2	-4	0	-5	99	96	-8	97	-8	4	-5
CN(C)c1ccc(NC(=O)CSc2nc3c(c(=O)[nH]2)CCCC3)cc1	-12	-10	-5	-2	103	101	-23	103	-9	21	-7
CN(CC(=O)N1CCCC1)S(=O)(=O)c1ccc2ccccc2c1	0	-6	1	-2	109	105	0	106	4	-10	0
Cc1sc(NC(=O)c2cc(-c3ccccc3)nc3ccccc23)c(C(N)=O)c1C	-8	-6	-9	-10	106	105	-8	104	-10	9	-11
OC(COc1ccc2c(c1)OCO2)CN1CCN(c2ccc(F)cc2)CC1 (centres undefined)	-5	-7	0	-1	102	106	2	?	-10	8	-5
O=C(c1nc2ncccn2n1)N1CCc2ccccc2C1	-6	-3	-3	-3	98	101	-8	100	0	-8	-3
Cc1ccc(NC(=O)C(Cc2ccccc2)N2C(=O)C3C4CCC(C4)C3C2=O)cc1Cl (centres undefined)	-2	0	-1	-1	98	101	-34	99	-1	9	0
CCn1cc(S(=O)(=O)CC(=O)NC2CCCCC2)c2ccccc21	-6	-6	-1	2	98	95	-13	100	-7	10	-4
O=C(NCC1CCCO1)c1onc(CSc2ccccc2)c1C(=O)O (centres undefined)	-10	-17	-1	0	101	101	23	102	-12	24	-4
CSc1nnc2c(n1)OC(C)N(C(=O)c1ccccc1)c1ccccc1-2 (centres undefined)	0	0	0	-3	101	101	-17	101	-3	1	1
O=C(CCSCCC(=O)NCc1ccccc1)NCc1ccccc1	-3	-13	-3	2	103	101	13	99	-12	0	-8
CC(C)(CO)NCC(O)Cn1cc(C=O)c2ccccc21 (centres undefined)	-2	-3	-1	-1	98	100	-14	95	-4	16	-5
CC(C)C(Nc1ccc(S(=O)(=O)N2CCOCC2)cc1[N+](=O)[O-])C(=O)O (centres undefined)	-4	-4	-2	-4	93	93	-19	?	-4	15	-5
CCN(CC)CC#CCC(O)(c1ccccc1)C1CCCCC1 (centres undefined)	-7	-6	-1	0	96	90	-29	88	-3	11	-1
Cc1cc(C)cc(-n2nnnc2-c2cn(C)nc2C(F)(F)F)c1	0	0	0	0	101	101	-12	101	-4	-5	-3
COc1ccc(CCNc2oc(Cc3ccccc3)nc2C#N)cc1OC	-2	0	-1	-2	96	97	-65	96	-3	10	-2
O=C(COC(=O)c1cccc(S(=O)(=O)NCc2ccccc2)c1)c1ccccc1	-7	-4	-7	-5	101	93	-19	96	-9	7	-9
CSc1nc2[nH]c3c(c2c2ncnn12)CCCC3	-7	-10	3	2	102	100	-10	102	-2	6	-2
Cc1nc(Nc2ccccc2)sc1-c1ccccc1	-9	-13	-4	-7	100	102	-22	100	-12	6	-6
CSc1ccc(Cl)c(C(=O)OCC(=O)N2CC(C)OC(C)C2)c1 (centres undefined)	2	-4	-3	-6	100	102	1	101	-1	1	-8
CCc1nc(NC2CCCCC2)c(C#N)c2c1COC(C)(C)C2	-1	-5	2	-1	99	95	-6	96	0	-1	1
CCOc1cc(C2C3=C(CCCC3=O)Nc3ccc4ncccc4c32)ccc1O (centres undefined)	-4	-6	1	0	104	102	-32	101	-3	2	0
CC(=O)Nc1cn(C(C)=O)c(C)n1	-10	-10	-8	5	99	101	-16	99	-9	3	-3
CCOC(=O)N1CCC(NC(=O)c2cc3c(=O)n(C)c4ccccc4c3n2C)CC1	-3	-5	1	1	105	103	6	102	-3	-7	-4
CCOC(=O)c1c(C)n(C)c2cc(Br)c(OC)cc12	2	2	5	1	104	101	0	107	2	7	0
CCCCCCC(=O)N1CCCC(c2nc(-c3cccc(OC)c3)no2)C1 (centres undefined)	nt	nt	nt	nt	103	101	-3	?	nt	-23	nt
O=C(O)CCC(=O)N1N=C(c2ccc(Br)cc2)CC1c1cccs1 (centres undefined)	4	7	-2	0	99	98	-39	93	4	8	2
COc1ccc(C(=O)N2CCCCC2)cc1S(=O)(=O)Nc1ccccc1	-11	-14	0	0	100	101	2	99	-7	9	-11
CCc1ccc(NC(=O)CSc2n[nH]c(C)c2[N+](=O)[O-])cc1	-7	-17	0	-4	100	99	-24	100	-7	20	-7
O=C(CN1CCC(NC(=O)c2cccc(F)c2)CC1)NCc1cccs1	-1	-4	0	0	101	103	-11	104	-2	2	-1
COc1ccc(CNC(=O)C(c2ccco2)N(C(=O)Cc2cccs2)c2cccnc2)cc1 (centres undefined)	-2	-4	-1	0	97	100	-19	94	-3	8	-1
CCOC(=O)C1=C(c2ccccc2)Nc2c(c(=O)n(C)c(=O)n2C)C1c1ccc(O)c(OC)c1 (centres undefined)	-1	0	0	0	102	104	-9	100	0	11	-1
(continued)
SMILES	Bim-Bcl-2	Bim-Bfl-1	Bim-Mcl-1	Bcl-W Bim block	RGS8-Gao reg	RGS4-Gao reg	Mcl1 Bid PPI	RGS7-Gao	Bcl-B Bim block	Mcl1-Noxa inh	Bcl-XL Bim block
Cn1cc(S(=O)(=O)N2CCN(C(=O)c3ccco3)CC2)c(=O)n(C)c1=O	2	-1	-2	-2	99	106	-14	104	-1	-15	-1
CC(=O)Cc1nsc(NC(=O)c2ccc(-c3cc(Cl)ccc3Cl)o2)n1	0	-11	-3	-4	101	94	3	96	-8	18	-2
N=c1c2c3c(sc2ncn1N)CCCCC3	0	0	-2	1	113	108	-19	104	1	-9	0
Cc1ccc(SC(=O)COc2ccccc2C)cc1	-5	0	-4	-2	99	94	3	105	-1	5	-6
COc1ccc(CCN(/C=C2\Sc3ccccc3C2=O)C(C)=O)cc1OC	nt	nt	nt	nt	103	94	-29	?	nt	13	nt
O=C(Oc1c(-c2ccccc2Cl)oc2ccccc2c1=O)c1ccc(Cl)cc1	-6	-2	-3	-1	103	102	2	103	-7	-6	-3
COc1ccc([N+](=O)[O-])cc1NC(=O)C(C)OC(=O)/C=C/c1ccco1 (centres undefined)	0	4	-3	-3	102	103	3	104	-6	30	-6
O=C(NCc1ccccc1)[C@@H]1C[C@H]1[C@@H](NP(=O)(c1ccccc1)c1ccccc1)c1ccccc1	-1	-2	-1	-1	100	105	1	100	-5	1	-3
Cc1cc(Br)ccc1NC(=O)c1ccccc1-c1ccccc1	0	6	10	8	94	100	1	98	5	2	3
CCN(CC)C(=O)c1sc2nc(-c3cccs3)cc(-c3ccc(Cl)cc3)c2c1N	2	1	-2	0	90	87	-53	92	-7	-1	-1

Exported with bars between the fields: part of the list above
Molecule | Bim-Bcl-2 | Bim-Bfl-1 | Bim-Mcl-1 | Bcl-W Bim block | RGS8-Gao reg | RGS4-Gao reg | Mcl1 Bid PPI | RGS7-Gao | Bcl-B Bim block | Mcl1-Noxa inh | Bcl-XL Bim block
CCOCCn1c(CN(Cc2ccccc2)Cc2ccccc2)nc2c1c(=O)n(C)c(=O)n2C | -2 | -4 | 0 | -5 | 99 | 96 | -8 | 97 | -8 | 4 | -5
CN(C)c1ccc(NC(=O)CSc2nc3c(c(=O)[nH]2)CCCC3)cc1 | -12 | -10 | -5 | -2 | 103 | 101 | -23 | 103 | -9 | 21 | -7
CN(CC(=O)N1CCCC1)S(=O)(=O)c1ccc2ccccc2c1 | 0 | -6 | 1 | -2 | 109 | 105 | 0 | 106 | 4 | -10 | 0
Cc1sc(NC(=O)c2cc(-c3ccccc3)nc3ccccc23)c(C(N)=O)c1C | -8 | -6 | -9 | -10 | 106 | 105 | -8 | 104 | -10 | 9 | -11

(more compounds)
SMILES	Bim-Bcl-2	Bim-Bfl-1	Bim-Mcl-1	Bcl-W Bim block	RGS8-Gao reg	RGS4-Gao reg	Mcl1 Bid PPI	RGS7-Gao	Bcl-B Bim block	Mcl1-Noxa inh	Bcl-XL Bim block
Cc1ccc(C)c(Nc2cc(C(=O)NCc3cccnc3)c3ccccc3n2)c1	nt	nt	nt	nt	99	98	-38	?	nt	17	nt
COC(=O)c1c(C)[nH]c(C(=O)C(C)Sc2nnc(-c3cc(OC)c(OC)c(OC)c3)o2)c1C (centres undefined)	-11	-14	0	-2	102	103	-2	99	-11	-13	-3
Cc1ccccc1-n1nc2c(c1NC(=O)c1cc3ccccc3oc1=O)CS(=O)(=O)C2	-13	-17	-4	-5	101	106	-29	107	-9	10	-14
CCOC(=O)n1c(O)c(N=NC(N)=S)c2cc(C)ccc21	nt	nt	nt	nt	100	104	-155	?	nt	-45	nt
O=C(Cn1ncc(Cl)c(Cl)c1=O)NCC1CCCCC1	-5	-10	0	-3	103	93	-19	92	-7	37	-6
COC(=O)c1ccc(CSc2nc3c(cnn3-c3ccc(Cl)cc3)c(=O)[nH]2)o1	-3	-10	3	3	101	97	-152	94	-3	-226	0
COc1ccc(OC)c(C(=O)c2coc3ccc(OCC(=O)O)cc23)c1	-8	-2	-5	0	102	102	1	105	-9	13	-9
N#C/C(=C(/O)CCl)c1nc(-c2ccccc2)cs1	nt	nt	nt	nt	101	103	-13	?	nt	38	nt

The order is random; overall some 2.7% were active at least once.
